Screening data as filed in PubChem.
Yeast life ext: yeast lifespan extension. inhibition of the nicotinamide effect, % at 10 µM. 130,000 compounds, 0.68% hits. S. cerevisiae growth with nicotinamide, OD615; deaD strain in restrictive glucose medium;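 active = inhibition above a set limit, placed 3 SD over the median of all compounds, cut at about 26% in these data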;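 note: 0% = nicotinamide-treated wells and 100% = cells grown without nicotinamide; some compounds called inactive have numbers as strong as hits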
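Test system – modified budding yeast, DeaD strain · Compound – single dose 10 µM compound, 0.25% DMSO · Times – culture preincubation 4 h, compound exposure 48 h, both 30 °C · Detection – optical density (absorbance) at 615 nm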
NPY-Y2 antag: blocks the human neuropeptide Y Y2 receptor | AID 793 | 140,000 compounds, 0.99% hits | inhibition, % at 2.7 µM | NPY-Y2 expressing cells, antagonist mode; in the data active = inhibition above about 17%;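 note: 0% = vehicle with agonist challenge and 100% = reference antagonist with challenge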
Target sequence (P49146 whole entry, looked up): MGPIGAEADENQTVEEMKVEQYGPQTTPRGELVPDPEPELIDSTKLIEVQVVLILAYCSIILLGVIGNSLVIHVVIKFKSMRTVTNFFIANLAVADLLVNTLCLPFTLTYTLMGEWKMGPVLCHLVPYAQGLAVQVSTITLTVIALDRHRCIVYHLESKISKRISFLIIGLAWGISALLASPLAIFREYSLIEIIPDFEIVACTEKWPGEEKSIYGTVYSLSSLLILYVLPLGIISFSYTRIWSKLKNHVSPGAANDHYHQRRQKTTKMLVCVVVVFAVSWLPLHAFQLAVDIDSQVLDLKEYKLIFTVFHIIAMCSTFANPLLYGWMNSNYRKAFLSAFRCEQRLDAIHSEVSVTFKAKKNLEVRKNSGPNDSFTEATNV
HCT116 bCat-KO: beta-catenin-lacking colon tumor cell growth suppression | AID 818 | 140,000 compounds, 1.5% hits | viability, % at 10 µM | HCT116 beta-catenin knockout viability, CellTiter-Glo, 60 h; active compounds read low;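 active = viability at or under a set limit, the compound median less 4 SD, cut at about 6% in these data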;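 note: 0% = Hyamine 1622 control at 20 µM and 100% = untreated cell control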
MRP1 act: MRP-1 activation; H69AR cells + doxorubicin, viability rescue, CellTiter-Glo; viability increase, % at 10 µM; 140,000 compounds, 0.61% hits;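 active = viability gain under doxorubicin at or above a set limit, the compound median plus 3 SD, cut at about 4.7% in these data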;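 note: MRP-1 overexpressing cells given doxorubicin 25 µM after compound pretreatment; 18-22 h compound pretreatment then 72 h with doxorubicin before readout; 0% = doxorubicin-only wells and 100% = vehicle-treated cells without doxorubicin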
HCT116 PTEN-null: suppresses growth of cells with PTEN deletion; HCT116 PTEN-null viability, CellTiter-Glo, 60 h; active compounds read low; viability, % at 10 µM; 140,000 compounds, 1.2% hits; AID 827;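 active = viability at or below a set limit, 4 SD under the median of all tested compounds, cut at about 3.7% in these data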;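 note: PTEN knockout HCT116 line with beta catenin targeted HCT116 as companion control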
GALR2 antag: antagonists of human galanin receptor 2 (GALR2); O43603; 140,000 compounds, 0.39% hits; GALR2-expressing cells, antagonist mode; inhibition, % at 4 µM; in the data active = inhibition above about 27%;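 note: cells stimulated with galanin 1-16 at roughly its EC80; 0% = agonist challenge control and 100% = basal control without agonist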
Target sequence (O43603 whole entry, looked up): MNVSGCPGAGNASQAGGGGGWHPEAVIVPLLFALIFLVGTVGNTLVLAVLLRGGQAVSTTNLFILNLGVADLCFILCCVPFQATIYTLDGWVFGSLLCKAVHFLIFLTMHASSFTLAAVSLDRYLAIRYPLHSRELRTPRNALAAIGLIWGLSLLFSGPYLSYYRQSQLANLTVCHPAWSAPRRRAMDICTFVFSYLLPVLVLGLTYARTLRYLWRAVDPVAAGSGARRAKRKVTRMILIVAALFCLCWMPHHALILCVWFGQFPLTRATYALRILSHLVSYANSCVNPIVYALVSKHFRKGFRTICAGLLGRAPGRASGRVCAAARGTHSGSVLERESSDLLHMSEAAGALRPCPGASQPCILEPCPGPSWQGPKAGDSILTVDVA
Phagocytosis inh: inhibitors of macrophage phagocytosis; J774A.1 macrophage IgG-bead phagocytosis, imaging; inhibition, % at 5 µM; 110,000 compounds, 0.07% hits; AID 1029;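 active = inhibition above the mean of the plate negative controls plus 5 SD, cut at about 13% in these data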;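 note: phagocytic index as fraction of beads internalized from green versus red external bead signal; plate controls were DMSO negative control for no effect and cytochalasin-D positive control for full effect; some results beyond the cut were filed as inactive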
Measles CPE: protection of cells from measles virus; protection (pct of control), % at 4 µM; 140,000 compounds, 1.5% hits; Measles virus-infected cells, CPE protection, absorbance; in the data active = protection mostly above about 24%, no sharp cut-off; inactive = mostly below about 26%; note: some compounds called inactive have numbers as strong as hits
BB579 growth dn: chemicals that inhibit yeast BB579 growth in restrictive medium (lifespan-shortening candidates); S. cerevisiae BB579 growth, OD615, 48 h; inhibition, % at 10 µM; 140,000 compounds, 0.51% hits; AID 804;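 active = inhibition above a set limit, 3 SD over the mean compound inhibition, cut at about 44% in these data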; note: inactives centre near -24
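System: Saccharomyces cerevisiae DeaD strain BB579, replicative lifespan model yeast | Buffer or medium: Restrictive glucose-based CSMM-D medium | Times: 4 h preincubation and 48 h exposure at 30 °C | Detection: OD615 turbidity measurement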
E-sel TNF inh: blocks E-selectin expression induced by TNF alpha; AID 1246; HUVEC TNFa-induced E-selectin immunofluorescence, high content; inhibition, % at 2 µM; 120,000 compounds, 0.71% hits;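 active = inhibition above the batch mean plus 3 SD, and confirmed as a hit on visual image review, cut at about 43% in these data; inconclusive = passes the inhibition cutoff but fails visual image review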;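 note: 0% = TNF-stimulated DMSO wells and 100% = unstimulated control wells; not every result past the cut was called active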
* hit, by the source's call; ? = inconclusive; . = not tested or not shown.

SMILES	Yeast life ext	NPY-Y2 antag	HCT116 bCat-KO	MRP1 act	HCT116 PTEN-null	GALR2 antag	Phagocytosis inh	Measles CPE	BB579 growth dn	E-sel TNF inh
COc1ccc(NC(=O)C(Sc2ccccc2)c2ccccc2)c(OC)c1 (configuration not stated)	2	11	91	-2.3	77	3	-12	1	-9	.
CC(=O)Nc1nc(-c2ccccc2)nc(-c2ccccc2OC(C)=O)n1	-18	3	29	-2.3	16	16	0	5	-16	-34
CN(C)c1ccc(C2N(c3ccc(F)cc3)C(=O)C3CCCN32)cc1 (configuration not stated)	-14	0	87	-1.1	80	2	0	11	-42	1
Cc1cc(C)cc(NC(=O)CSc2ccc(-c3cccs3)nn2)c1	-2	5	83	3.6	86	4	-10	41*	-8	18
COC(=O)c1[nH]c2ccccc2c1NC(=O)CNC1CCCCC1	-5	1	79	-4.3	77	4	-1	2	-15	-15
Cc1ccc(C(C(=O)NC2CCCCC2)N2CCN(C(=O)c3ccco3)CC2)cc1 (configuration not stated)	-7	2	85	-2.6	93	5	.	3	1	5
COc1ccc(-n2nc(C(=O)Nc3ccc4c(c3)OCO4)c3ccccc3c2=O)c(OC)c1	-1	2	11	-1.9	20	5	-2	28	-23	-31
Cc1ccc(-c2nnn(CC(=O)N3CCCCC3)n2)c(-n2cnnn2)c1	-14	1	91	-2.0	91	10	0	25	-23	5
C/C(=N\O)C(=O)C(CN1CCCCC1)CN1CCCCC1	-7	3	100	-1.6	82	3	-1	5	7	10
Cc1noc(C)c1COC(=O)c1cc(F)c(F)cc1Cl	-14	-1	94	-1.9	102	-2	-1	3	-47	-14
COc1ccc(-c2nsc(SCC(=O)NCc3ccc4c(c3)OCO4)n2)cc1	-1	5	82	-1.7	77	-9	-14	8	-17	-34
O=C(c1cnn2cccnc12)N1CCN(Cc2ccc3c(c2)OCO3)CC1	-2	2	99	-3.4	104	2	-1	5	-9	-4
CC(C(=O)c1ccc(Br)cc1)[n+]1cccc(NC(=O)c2ccccc2)c1 (configuration not stated)	14	-2	95	-1.5	86	3	0	7	-27	.
CC(=O)c1c(N=CN(C)C)nc(C)nc1-c1ccccc1	0	3	106	0.1	100	3	.	6	-25	-25
O=C(NCc1ccccc1)c1ccc(Br)o1	-3	0	87	-0.8	89	-6	.	19	-19	35
Cc1ccc2cc3cc(C(=O)N4CCCCCC4)oc3nc2c1	-10	3	95	-2.3	88	-6	-1	4	-43	.
COc1cc(COc2ccc3c(C)c(Cc4ccccc4)c(=O)oc3c2C)cc(OC)c1OC	-4	8	78	1.7	73	-11	.	28*	-32	-20
COc1ccc(S(=O)(=O)N(CC(=O)N/N=C/c2cccs2)c2cc(C)cc(C)c2)cc1OC	0	0	90	0.5	86	-5	-1	2	-22	-22
Cc1ccc(-n2c(C)nn(-c3ncc(C(F)(F)F)cc3Cl)c2=O)cc1	-16	2	104	0.8	94	1	0	9	3	0
CCc1nccn1S(=O)(=O)c1cc(C)c(OC)cc1C	-3	-1	98	-2.4	92	-3	-2	2	22	-16
CCN(CC)S(=O)(=O)c1ccc(Cc2ncc(C(F)(F)F)cc2Cl)s1	-4	1	69	0.4	72	-9	-1	3	-17	4
Cc1ccc(C)c(N2CCN(C(=O)c3cc(S(=O)(=O)N4CCOCC4)ccc3F)CC2)c1	0	-1	82	-2.0	82	4	4	5	-29	19
Nc1nc2n(n1)C(c1ccc(F)cc1)CC(c1ccc(F)cc1)N2 (configuration not stated)	-10	3	85	-3.1	84	-15	-1	17	-9	.
Cc1nc2cc(NC(=O)N3CCCCC3)ccc2n1C	.	2	100	0.3	100	-1	.	9	-22	7
Cc1cc(C)c(NC(=O)NC(=O)c2ccc(F)cc2)c(C)n1	-15	1	95	-0.6	95	6	.	1	-3	3
O=C(O)CCCNc1cc(N2CCC3(CC2)OCCO3)c2noc3c2c1C(=O)c1ccccc1-3	14	-2	77	-3.9	86	-6	.	12	-21	.
O=C(Oc1ccccc1N1C(=O)CCC1=O)c1ccco1	-14	0	90	-3.3	97	11	.	6	-23	-15
Cc1sc2nc3n(c(=O)c2c1C)NC(=O)CC3	-9	1	98	-4.2	100	-12	.	24	-10	-21
O=C(O)c1ccc2c(c1)C(=O)N(c1ncccn1)C2=O	8	1	97	-1.4	101	4	0	21	-22	10
Cc1ccc(C(=O)N/N=C2\CCc3ccccc32)c(C)c1	-2	5	75	-1.1	69	8	-5	3	-52	.
CC(C)(C)n1nc(-c2ccc(F)cc2)c2c(N)ncnc21	-6	1	79	-2.6	91	-3	0	1	88*	.
Nc1nc2ccccc2n1/N=C/c1ccc([N+](=O)[O-])s1	-2	1	3.5*	-2.8	2.6*	4	-1	5	-19	.
CCOC(=O)CSc1nnc(-c2ccccc2NC(=O)c2ccccc2)o1	-6	3	98	-0.7	112	6	0	6	-15	.
COC(=O)C1CCN(C(=O)Cc2ccc(C)cc2)CC1	-7	6	103	-1.5	106	-3	1	12	-53	12
Cc1ccccc1NC(=S)NC1CC2CCC(C1)N2Cc1ccco1 (configuration not stated)	-17	0	68	-5.2	72	5	.	3	-26	4
Cn1nc(C(=O)NC(C)(C)C)c2ccccc21	-4	4	97	0.6	96	8	-5	2	-27	.
CCOC(=O)/C(=C\c1ccccc1)C(=O)c1cc(C(C)=O)c(Nc2ccccc2)s1	-3	4	7	-5.9	2.4*	-5	-1	1	-22	0
CCCC(=O)CN1C(=O)C2(OCCO2)c2ccccc21	-9	4	96	-0.8	108	16	-1	5	-69	-17
CC(C)(C)c1ccc(S(=O)(=O)N2CCCC2C(=O)NC2=NCCS2)cc1 (configuration not stated)	-12	0	93	-1.0	111	3	0	13	-28	-11
COc1ccccc1C(=O)NCCC(=O)N1CC(=O)Nc2ccccc21	-5	-1	99	-1.9	103	2	1	10	-20	.
Cc1nn(-c2ccccc2)c2nc(Cl)c(C(=O)O)cc12	-4	1	101	0.0	95	1	.	27	1	-2
CC(C)CCNC(=S)Nc1ccccc1F	-2	2	88	-3.5	96	6	-18	18	-23	-13
O=C(COc1c(F)c(F)c(C(F)(F)F)c(F)c1F)Nc1ccc(N2CCOCC2)c(Cl)c1	-4	5	59	-3.1	64	-7	0	5	-22	12
O=C(CSc1nnc(C2CC2)n1Cc1ccccc1)c1cc2ccccc2o1	-2	2	82	-3.5	76	4	-1	7	-11	-9
O=C(Nc1ccc(Br)c2cccnc12)c1ccc(Cn2cc(Cl)cn2)o1	6	4	95	-1.0	102	6	-9	2	-43	1
c1ccc(CNc2cnccn2)cc1	-9	2	104	0.1	114	4	.	9	5	17
Cc1cccc(CCN(Cc2cc3cccc(C)c3[nH]c2=O)C(=O)N2CCOCC2)c1	-15	1	83	-2.3	92	-1	-2	14	-28	-10
Cn1c(=O)c2c(ncn2CC(N)=O)n(C)c1=O	-5	2	90	-2.4	102	-4	-1	0	5	47
COc1ccc(NC(=O)COC(=O)CC2CC3CCC2C3)c([N+](=O)[O-])c1 (configuration not stated)	14	4	95	-0.1	93	-7	-4	43	-4	.
Cc1ccc(NC(=S)NNC(=O)CSc2nnc(-c3ccc(Cl)cc3)n2C2CCCCC2)cc1	-1	4	86	-0.9	82	0	-6	17	-9	.
Cn1nnc(NC(=O)c2ccccc2F)n1	-16	4	100	-2.5	98	-4	-1	7	0	-9
CC(c1ccco1)N(C(=O)c1ccc(C#N)cc1)c1ccccn1 (configuration not stated)	-11	0	88	0.0	83	-1	.	18	-27	-8
Cc1cc2cc(NC(=O)c3ccco3)ccc2[nH]1	-8	0	96	0.5	98	12	0	8	-5	?
O=C(c1ccco1)N1CCN(c2ncnc3c2[nH]c2ccc(Br)cc23)CC1	-11	0	49	-5.5	51	10	.	9	-25	-15
Cc1ccc(C(C)C)c(OCc2ccc(C(=O)N/N=C/c3ccc(O)c(O)c3)cc2)c1	-2	-1	28	-4.2	23	14	0	13	-22	.
COc1ccc(C(CNC(=O)Cn2[nH]c(=O)c3ccccc3c2=O)N2CCCC2)cc1 (configuration not stated)	-10	3	71	-0.9	72	-6	1	10	15	-4
CC1(C)Cc2c(sc3nn[nH]c(=O)c23)CO1	-10	2	97	-0.6	106	-5	0	14	-50	.
CCS(=O)(=O)n1nc(-c2ccccc2)nc1SCc1ccccc1	-13	11	98	0.1	96	-2	-5	21	-64	4
COc1ccc(NC2=Nc3cccc4cccc2c34)cc1OC	-5	3	64	0.8	73	-1	.	3	23	-33
COc1ccc(N(C(=O)c2cnsn2)C(C(=O)NC2CCCCC2)c2ccncc2)cc1 (configuration not stated)	0	1	87	-3.4	88	1	-14	22	7	4

Additional results
SMILES	Yeast life ext	NPY-Y2 antag	HCT116 bCat-KO	MRP1 act	HCT116 PTEN-null	GALR2 antag	Phagocytosis inh	Measles CPE	BB579 growth dn	E-sel TNF inh
Cc1cccc(N2C(=O)CC(Sc3nc(-c4ccccc4)c4cc(Cl)ccc4n3)C2=O)c1 (configuration not stated)	2	2	87	-3.5	85	-17	0	13	-22	.
O=[N+]([O-])c1ccc(N2CCN(S(=O)(=O)c3ccc4ccccc4c3)CC2)cc1NCC1CCCO1 (configuration not stated)	2	-3	79	-3.0	90	-2	-7	3	-22	.
c1ccc(-c2nc3nc4ccccc4nc3n2Cc2ccco2)cc1	-7	8	77	-1.7	92	-13	4	15	-68	-9
N#Cc1cc2c(nc1SC1CCCCC1O)CCCC2 (configuration not stated)	-7	2	99	0.2	88	-10	.	5	-28	1
CCN(CC)S(=O)(=O)c1ccc(NC(=O)COC(=O)c2ccc(Br)o2)cc1	10	2	95	-1.4	92	5	.	3	-50	-17
CCOC(=O)c1c(N)sc(C(O)(C(F)(F)F)C(F)(F)F)c1-c1ccc(OC)cc1OC	-5	3	74	-1.6	70	4	0	12	-9	.
CCN(CC)S(=O)(=O)c1ccc(C(=O)NCc2n[nH]c(=S)n2Cc2ccccc2)cc1	-5	1	62	0.6	53	-5	.	5	2	.
CCOc1ccccc1-c1nnc(SCC(=O)NC2CC3CCC2C3)n1CC (configuration not stated)	-11	2	80	-0.8	88	4	0	25	9	-27
O=C(CNC(=O)c1ccccc1F)NCCOc1ccccc1Cl	-1	2	99	-1.6	90	0	-8	8	-20	.
O=C(CCC(=O)c1ccc(Oc2ccccc2)cc1)Nc1cccc(Cl)c1Cl	4	13	100	-0.9	93	3	.	0	-33	.
CC(=O)N1N=C(c2ccncc2)OC12CCCCC2	-11	1	90	-0.3	94	1	.	4	-26	-3
Cc1cc2oc(=O)cc(C)c2c(=O)o1	0	-1	99	-2.6	102	-3	-3	13	11	0
